# Vif imaging = HIV Vif inhibition | HEK293T cells, Vif self-association by quenched fluorescence, imaging, 24 h | inhibition, % at 7.49 µM | 340,000 tested, 0.35% active | AID 602346; in the data active means inhibition above about 50%, passing the limit was not always enough; further: some results filed as inactive read as strong as hits
# Exocytosis inh = lytic granule exocytosis inhibition. inhibition, % at 10 µM. AID 651702. 360,000 tested, 0.66% active. TALL-104 LAMP-1 surface exposure, flow cytometry; cells stimulated with thapsigargin and PMA;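 active means inhibition above about 55%, limit read from the data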
# aDG glyco up = increases alpha dystroglycan glycosylation | Pro5-aDG cells, alpha-DG glycosylation AlphaScreen (IIH6); 0% Pro5, 100% B10-LARGE cell signal | activation, % at 10 µM | 360,000 tested, 0.22% active | AID 624168;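 active means activation of at least 8% versus controls, or a plate z-score of at least 8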;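 further: Pro5 are CHO cells carrying HIG-tagged alpha-DG that lacks glycosylation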
# Peg3 promoter = reduces Peg3 promoter-driven luciferase expression in HeLa; HeLa PEG-Prom luciferase reporter, luminescence, overnight; AID 588405; inhibition, % at 20 µM; 360,000 tested, 1.7% active;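 active means inhibition of at least 50% at 20 µM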
# MITF TRPM1 inh = reduces MITF-dependent TRPM1 promoter luciferase signal; 330,000 tested, 0.83% active; AID 488899; SK-MEL-5 TRPM1 promoter luciferase, 24 h; inhibition, % at 12.5 µM;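 active means mean inhibition across replicates of 60% or more, whatever share of single replicates reaches that level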; further: values of inactives mirror those of a sister screen read the other way
# iPSC survival up = hiPSC single-cell survival enhancement; ATPlite luminescence; 100% = ROCK inhibitor wells, 0% = DMSO; survival enhancement, % at 20 µM; 360,000 tested, 0.044% active; AID 602274; in the data active means survival enhancement above about 18%;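 further: cells exposed to compounds for 16 hours before the ATP read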
# NR2E3 ag-1 = agonists of human nuclear receptor NR2E3. GST-NR2E3/biotin-RetCOR TR-FRET, 1536-well. 320,000 tested, 0.12% active. Q9Y5X4. inhibition of corepressor binding, % at 4.78 µM. AID 2300;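 active means percent inhibition above the cutoff of mean plus 3 SD of all tested compounds, set per screening campaign, cut at about 20% in these data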;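 further: 0% = DMSO wells and 100% = biotin wells as full block of FRET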
# Target sequence (Q9Y5X4 whole entry, looked up): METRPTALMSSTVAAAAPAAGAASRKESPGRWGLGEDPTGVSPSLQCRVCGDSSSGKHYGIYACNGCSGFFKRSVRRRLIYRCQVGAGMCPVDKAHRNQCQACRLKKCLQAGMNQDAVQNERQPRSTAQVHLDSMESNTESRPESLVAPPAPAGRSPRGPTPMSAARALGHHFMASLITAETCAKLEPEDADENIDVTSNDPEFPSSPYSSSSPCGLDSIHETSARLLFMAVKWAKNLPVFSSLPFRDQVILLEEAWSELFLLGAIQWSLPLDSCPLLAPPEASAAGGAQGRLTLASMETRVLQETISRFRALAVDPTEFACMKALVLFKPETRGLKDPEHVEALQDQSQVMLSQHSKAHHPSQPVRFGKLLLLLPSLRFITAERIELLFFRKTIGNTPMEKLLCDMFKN
#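 Material: NR2E3–RetCOR corepressor complex | Quantity: 1.35 nM GST-tagged NR2E3 final | Schedule: 5 h at 4 °C | Replication: Singlicate compound wells | Reagent: RetCOR corepressor, biotinylated, 7 nM | Controls: Biotin wells as high control, 0.6% DMSO wells as low control | Signal: TR-FRET, Eu(K)-anti-GST donor, streptavidin-D2 acceptor, ex 340, em 617/671 nm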
# CaV13 ICDI inh = Disruptors of the CACNA1D IQ motif to Ca2+-dependent inactivation inhibitor domain association, primary screening, Förster resonance energy transfer in intact living … | HEK cells, CFP/YFP FRET ICDI-IQ, plate reader, 10 min; percent FRET-ratio fall versus neutral wells | inhibition, % at 12.3 µM | 340,000 tested, 0.098% active;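 active means mean replicate inhibition of at least 30% and at least 1% of replicates passing that level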;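 further: 0% = median of the neutral control wells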
# HIF-2a inh = HIF-2a inhibition; 786-0 RCC cells HIF-2a reporter, luciferase luminescence, overnight; inhibition, % at 18.8 µM; 360,000 tested, 0.72% active;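 active means inhibition of the luminescence signal of 40% or more relative to plate controls, in a single-dose primary screen at 18.75 µM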
# PDI turbidity = blocks human protein disulfide isomerase activity; inhibition, % at 10 µM; 350,000 tested, 0.052% active; AID 588391; PDI insulin aggregation turbidity, A650, 90 min; P07237;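 active means mean inhibition across replicates of 30% or more, whatever share of single replicates reach that level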;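 further: absorbance from insulin aggregation driven by PDI reduction with DTT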
# Target sequence (P07237 whole entry, looked up): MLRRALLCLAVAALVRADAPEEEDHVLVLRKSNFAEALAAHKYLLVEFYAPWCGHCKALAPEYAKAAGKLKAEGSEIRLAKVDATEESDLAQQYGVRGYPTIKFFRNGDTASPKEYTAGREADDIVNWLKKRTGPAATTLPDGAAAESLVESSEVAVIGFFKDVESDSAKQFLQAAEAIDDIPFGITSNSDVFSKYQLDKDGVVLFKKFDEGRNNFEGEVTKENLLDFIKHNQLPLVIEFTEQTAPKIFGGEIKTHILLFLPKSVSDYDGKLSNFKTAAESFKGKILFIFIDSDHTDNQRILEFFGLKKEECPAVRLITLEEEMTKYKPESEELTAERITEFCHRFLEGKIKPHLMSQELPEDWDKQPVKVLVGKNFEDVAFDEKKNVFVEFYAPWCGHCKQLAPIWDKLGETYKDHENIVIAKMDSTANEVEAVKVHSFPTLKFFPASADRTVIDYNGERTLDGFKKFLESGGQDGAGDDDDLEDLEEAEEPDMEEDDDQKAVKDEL
# NR2E3 ag-2 = agonists of human NR2E3 nuclear receptor; Q9Y5X4; CHO-S Gal4-NCOR/VP16-NR2E3 two-hybrid, luciferase; inhibition of corepressor binding, % at 3.98 µM; 360,000 tested, 0.35% active; AID 602229;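 active means inhibition above the mean of all tested compounds plus 3 SD, cut at about 70% in these data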;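 further: 0% = DMSO with NR2E3 transfected cells and 100% = cells lacking NR2E3 construct; higher means lower luciferase signal from less NR2E3 corepressor binding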
# Starred values were filed as active, the others as inactive; · = no result given.
SMILES,Vif imaging,Exocytosis inh,aDG glyco up,Peg3 promoter,MITF TRPM1 inh,iPSC survival up,NR2E3 ag-1,CaV13 ICDI inh,HIF-2a inh,PDI turbidity,NR2E3 ag-2
COc1ccc(CC(C)N2CCN(c3ccccc3)CC2)cc1OC (configuration not stated),3,-1,0.0,2,-2,2.2,2,-3,8,-1,-9
O=C1OC(c2ccccc2)=C/C1=C\N1CCOCC1,11,9,-0.1,-88,-14,0.0,1,-8,-15,-4,-27
O[C@@H]1CN(Cc2cccs2)[C@@H](c2ccccc2)C[C@H]1n1cc(-c2ccc(F)cc2)nn1,-4,27,0.3,21,·,-1.6,·,-2,5,2,-28
Nc1nccnc1C(=O)OCC(=O)NNC(=O)c1ccccc1,-5,-2,0.2,4,16,1.2,1,·,14,-3,-2
COc1cc(OC)c(NC(=O)Cc2cccs2)cc1Cl,-4,5,0.1,-21,2,-0.1,1,-2,-35,-1,20
CCOc1ccc(C(=O)NCC(=O)OCC(=O)Nc2cccc(S(=O)(=O)N3CCCC3)c2)cc1,-2,-3,0.0,-18,-1,-0.1,3,9,3,1,-22
O=C(Cc1ccc(Cl)c(Cl)c1)N/N=C/c1cccnc1,-3,6,0.0,-4,-1,-0.4,-1,-6,-18,-6,-7
C=CCn1c(SCC(=O)Nc2nccs2)nnc1-c1cc2cccc(OC)c2o1,-1,2,0.5,20,-6,3.0,1,-3,-2,-5,12
N#Cc1c(F)cccc1N1CCN(Cc2ccc3c(c2)OCO3)CC1,8,10,0.0,6,-4,-0.2,0,-5,-17,-7,-13
CN1CCN(c2nc3c(c(=O)[nH]c(=O)n3C)n2Cc2ccccc2F)CC1,16,-2,-0.1,3,14,0.7,2,·,8,14,-28
C/C=C(\C)C(=O)Nc1cccc(C2=NOC3(C2)C[C@@H](C(N)=O)N(C(=O)c2ccccc2C(=O)c2ccccc2)C3)c1 (some centres not stated),0,-5,-0.1,3,-10,-0.9,3,-10,8,5,-35
CCOc1cccc(C(=O)NC(=S)Nc2cccc(NC(=O)c3ccccc3Cl)c2)c1,-4,6,-0.1,-29,-10,0.7,0,-2,-45,-2,-27
COc1cc(OC)cc(C(=O)Nc2ccc(NC(=O)c3ccco3)c(Cl)c2)c1,-7,-1,1.0,-56,-21,-0.7,1,-3,-148,6,-23
CN1CCN(C(=O)c2ccc(Cl)cc2)CC1,6,-9,-0.2,5,1,-0.4,0,-21,19,6,6
COCC(C)n1c(C)cc(C(=O)COC(=O)c2cnc(Cl)c(Cl)c2)c1C (configuration not stated),1,-6,-0.2,16,7,-2.1,·,-2,8,-9,16
CC(OCC(O)CNCC1COc2ccccc2O1)c1ccc(Cl)cc1 (configuration not stated),6,0,0.0,1,-6,-0.8,5,-7,12,-2,18
Cc1cc(C)c(OCCCCN2CCC(C)CC2)c(Br)c1,-4,2,0.9,16,-27,-2.8,2,-6,12,5,-13
c1ccc(OCCCn2nnc(-c3cccnc3)n2)cc1,2,-1,0.1,-9,2,1.7,-2,-7,-18,-2,-4
O=c1[nH]c(-c2ccccc2)ncc1OCc1ccccc1,8,-2,0.2,-50,-3,-1.1,·,-6,-49,-5,-16
O=C(COC(=O)c1cnccn1)c1ccc([N+](=O)[O-])cc1,7,1,0.1,6,5,0.2,0,-3,-6,-17,-4
Cc1cc([N+](=O)[O-])nn1Cc1ccccc1F,8,0,-0.1,11,10,-0.1,1,-3,12,3,15
CCC(=O)NC(=S)Nc1ccccc1OC,8,0,0.1,-7,0,-1.2,3,1,-1,-2,-24
Cc1ccc(NC(=O)COC(=O)CCC(=O)c2cccs2)cc1C,3,1,0.0,3,6,-0.2,2,-18,10,-7,7
COc1ccc(C(C)=O)cc1CN1C(=O)C(C)N(c2ccc(C)cc2)C1=O (configuration not stated),-2,-1,0.1,20,11,0.4,-1,-6,13,-1,-10
O=C(CN(CC1CCCO1)C(=O)CNS(=O)(=O)c1ccc(Cl)cc1)NC1CCCCC1 (configuration not stated),1,5,0.0,-13,-4,-0.6,4,-7,-5,-3,-10

# Next section:
SMILES,Vif imaging,Exocytosis inh,aDG glyco up,Peg3 promoter,MITF TRPM1 inh,iPSC survival up,NR2E3 ag-1,CaV13 ICDI inh,HIF-2a inh,PDI turbidity,NR2E3 ag-2
C[C@H](O)[C@@H]1CN2CCc3c([nH]c4ccccc34)[C@@H]2C[C@@H]1N(C)C(=O)Nc1cccc2ccccc12,26,74*,0.1,3,·,-0.5,·,-13,6,·,-9
c1coc(Cn2c(SCc3nc4ccccc4[nH]3)nnc2-c2cccs2)c1,6,4,0.0,-1,-8,-0.3,-2,-10,7,8,4
CC(=O)C1=C(O)C(=O)N(CCN2CCOCC2)C1c1ccccc1 (configuration not stated),-3,0,-0.2,-7,0,2.2,4,-8,0,21,4
Cc1cc(NS(=O)(=O)c2ccc(NC(=O)c3ccc(Cl)cc3Cl)cc2)no1,55*,-4,0.0,2,-5,-0.5,5,-3,9,-12,16
COc1ccccc1NC(=O)CSc1nnc(NC(=O)c2ccco2)s1,-4,-2,-0.1,-3,0,-0.1,2,-3,-8,27,0
CN(C)c1ccc(S(=O)(=O)NCC(=O)NCc2ccccc2)cc1[N+](=O)[O-],-13,-5,0.0,6,12,0.2,2,-20,5,-5,-1
COc1ccc(S(=O)(=O)N2CCCCC2)cc1C(=O)Nc1cc(C)on1,-5,0,-0.2,14,3,-0.1,0,-4,10,-2,6
CCC(C)(C)NC(=O)C(c1cccs1)N(C(=O)c1ccn[nH]1)c1ccccc1 (configuration not stated),1,2,-0.3,23,10,0.1,5,6,14,5,-1
O=C(Nc1ccc(F)cc1)C(=O)C1C(=O)Nc2ccccc21 (configuration not stated),0,-1,-0.1,-40,6,0.9,-1,-15,-45,3,-1
Cc1ccc2nc(CSc3nc(C)cc(C)c3C#N)[nH]c2c1,-4,5,0.3,-286,-50,-4.5,3,-7,-223,0,-131
O=C(N1CCOCC1)C12CC3CC(C1)CC(c1ccccc1)(C3)C2,19,-2,0.0,8,-13,-1.0,5,-4,14,0,6
O=C(N/N=C/c1ccccc1)c1c(O)c2ccccc2[nH]c1=O,2,4,0.0,-75,34,-0.8,1,-5,-183,-20,-4
O=C1Nc2ccc(S(=O)(=O)NCc3ccco3)c3cccc1c23,-1,2,0.8,5,-4,2.8,-2,·,2,17,-3
O=C(O)C1=C[C@@H](c2ccc3c(c2)OCO3)C[C@@H](OCCCCO)O1,4,-1,-0.1,0,1,2.5,5,-7,0,1,3
CN(CC(=O)NCc1ccccc1Cl)CC(=O)Nc1ccccc1Br,-2,9,0.4,4,7,-0.3,1,-15,11,0,19
COc1ccc(-n2cc(CNC3CCOCC3)c(-c3cccc(F)c3)n2)cc1,-1,2,1.0,-38,-14,0.1,-3,-4,1,-4,9
CC(NC(=O)CNC(=O)c1ccc2c(c1)OCO2)c1ccc(S(N)(=O)=O)cc1 (configuration not stated),1,-3,0.2,4,9,-3.0,3,-2,15,4,-9
Cc1ccc(NC(=O)CCN2CC(C)OC(C)C2)cc1C (configuration not stated),6,-2,-0.1,9,3,-0.6,4,1,5,-2,-22
COc1ccc(C(=O)/C=C/Nc2ccc(S(=O)(=O)Nc3nc(C)cc(C)n3)cc2)c(OC)c1,-8,1,-0.2,-1,-3,-0.2,-5,-43,14,-8,10
Cc1c2c(c(C)n1C)C(C(=O)NC1CCCCC1)N(Cc1ccccc1)C2=O (configuration not stated),-4,4,0.1,-5,7,0.5,1,-5,11,-7,21
Cc1nnc(SCC(=O)N2CC(=O)Nc3ccccc32)s1,-5,-2,0.0,7,-6,-1.3,0,-2,21,-1,-26
Cn1cc(Br)c(C(=O)Nc2sc3c(c2C#N)CCC3)n1,-1,-10,-0.1,-98,·,-0.7,3,-4,-128,1,-30
Cc1ccc(N(C(=O)c2ccccc2Cl)C2=NC(C)CS2)c(C)c1 (configuration not stated),·,1,0.8,27,-13,2.4,2,-8,-5,-2,-30
O=c1cc(CNc2cc(Cl)ccc2Cl)nc2sccn12,-3,-2,-0.2,-84,-18,0.3,1,-8,-95,-3,-26
CCCCn1nc(C(=O)Nc2ccccc2N2CCCC2)c2ccccc2c1=O,-3,8,-0.5,16,15,-0.5,3,-6,-16,12,-11

# More entries follow:
SMILES,Vif imaging,Exocytosis inh,aDG glyco up,Peg3 promoter,MITF TRPM1 inh,iPSC survival up,NR2E3 ag-1,CaV13 ICDI inh,HIF-2a inh,PDI turbidity,NR2E3 ag-2
CN(C)c1oc(-c2ccccc2[N+](=O)[O-])nc1C#N,-6,-7,0.0,4,1,3.6,2,-16,9,-1,-21
COc1ccc(C(C)NC(=S)NCc2ccc(F)cc2)cc1OC (configuration not stated),·,0,-0.1,25,0,0.3,-2,-2,5,-1,12
CCC1COCCS(=O)(=O)N1Cc1ccc(F)cc1 (configuration not stated),7,2,0.3,5,2,-2.4,-1,-5,13,3,-27
O=C(O)CSc1cccc[n+]1[O-],9,3,-0.1,5,-4,-2.2,-2,-3,17,-3,-33
C=CCn1c(SCC(=O)N2CCCCCC2)nc2ccccc2c1=O,-4,10,0.1,14,-8,0.0,-1,-4,6,3,2
CSc1nc2ccc(NS(=O)(=O)c3ccc(CNC(C)=O)cc3)cc2s1,13,1,-0.1,10,13,-0.5,1,-3,12,-4,22
COc1cccc(N2CCN(C(=O)CN(C)S(=O)(=O)c3ccc4c(c3)CCC(=O)N4)CC2)c1,10,1,-0.2,13,-3,-0.6,1,-8,8,0,6
CCOC(=O)c1cc(Br)c(=O)n2ccccc12,2,2,-0.3,6,2,0.5,-7,·,2,0,-38
C=CCC(c1ccccc1F)N(CCN1CCOCC1)C(=O)Nc1cccc(Cl)c1 (configuration not stated),-11,-2,0.0,9,4,-1.0,3,-6,-9,-7,-22
O=S(=O)(c1cccs1)N1CCN(c2ccc(F)cc2)CC1,12,15,0.0,2,-8,-0.7,-2,-4,1,-2,-7
Cc1cc(NC(=O)CSc2nc(CCC3CCCC3)nc3ccccc23)no1,-13,1,0.1,14,-1,-2.1,2,-6,33,-5,9

# Some of the entries so far, as labelled records:
Molecule: CCOC(=O)c1cc(Br)c(=O)n2ccccc12
  Vif imaging = 2 | Exocytosis inh = 2 | aDG glyco up = -0.3 | Peg3 promoter = 6 | MITF TRPM1 inh = 2 | iPSC survival up = 0.5 | NR2E3 ag-1 = -7 | CaV13 ICDI inh = · | HIF-2a inh = 2 | PDI turbidity = 0 | NR2E3 ag-2 = -38
Molecule: CN(C)c1oc(-c2ccccc2[N+](=O)[O-])nc1C#N
  Vif imaging = -6 | Exocytosis inh = -7 | aDG glyco up = 0.0 | Peg3 promoter = 4 | MITF TRPM1 inh = 1 | iPSC survival up = 3.6 | NR2E3 ag-1 = 2 | CaV13 ICDI inh = -16 | HIF-2a inh = 9 | PDI turbidity = -1 | NR2E3 ag-2 = -21
Molecule: COc1cccc(N2CCN(C(=O)CN(C)S(=O)(=O)c3ccc4c(c3)CCC(=O)N4)CC2)c1
  Vif imaging = 10 | Exocytosis inh = 1 | aDG glyco up = -0.2 | Peg3 promoter = 13 | MITF TRPM1 inh = -3 | iPSC survival up = -0.6 | NR2E3 ag-1 = 1 | CaV13 ICDI inh = -8 | HIF-2a inh = 8 | PDI turbidity = 0 | NR2E3 ag-2 = 6

# Assay outcomes (PubChem BioAssay)
